# INS promoter inh: TRM-6 insulin promoter activity inhibition | inhibition, % at 2 µM | 130,000 tested, 0.9% active | TRM-6 cells (human fetal islet line), insulin promoter-eGFP reporter, imaging; reporter expression induced with tamoxifen;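 active means inhibition above the mean plus 3 SD, with well images judged a real hit on visual review, cut at about 60% in these data, passing the limit was not always enough; inconclusive means inhibition over the cutoff but images rejected on review; inactive means inhibition not above the cutoff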
# SDO1 yeast rescue: compounds rescuing growth of sdo1-depleted yeast, bone marrow failure model; 140,000 tested, 0.21% active; AID 817; S. cerevisiae sdo1-depleted JHY4D growth rescue, OD600 30 h; hits give high values; pdr5 snq2 efflux-pump mutant strain; z-score at 10 µM;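 active means z-score above 3 at both the 24 hr and the 30 hr optical density reads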;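 further: z-score against mean and SD of all compound wells on the same plate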
# SDO1 yeast rescue Rescue 24 h: recorded beside SDO1 yeast rescue, whose call it bears; z-score; S. cerevisiae sdo1-depleted JHY4D growth rescue, OD600; measured here: growth rescue at 24 h;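 0 is the plate mean of compound wells and units are plate SD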
# Active calls of the source: *; ? = inconclusive; . = not tested or not shown; [ ] = dose if it differs, or a comment. Some of the compounds tested (hit frequency here may not be typical).
SMILES,INS promoter inh,SDO1 yeast rescue,SDO1 yeast rescue Rescue 24 h
C/C(Cn1nnc([N+](=O)[O-])n1)=N\NC(=O)c1ccncc1,-7,.,.
COC(=O)CNC(=O)C1CCN(C(=O)OCc2ccccc2)CC1,3,0.34,0.07
CC(=O)Cc1nsc(NC(=O)c2cc(-c3ccccc3Cl)oc2C)n1,.,-2.1,-0.9
O=C(NCCc1ccccc1)C1CCN(C(=O)NCc2ccccc2)CC1,62,0.25,-0.34
CCN1c2cccc3cccc(c23)S1(=O)=O,13,0.81,1.3
COc1ccc(Cn2c(C)c(C)c(C#N)c2NC(=O)Nc2cccc(Cl)c2)cc1,-19,0.26,2.1
Cc1nc2c(s1)sc1ccccc12,.,0.95,0.77
CCOC(=O)N1CCN(C(=O)c2ccc3c(=O)n(CCC4=CCCCC4)c(=S)[nH]c3c2)CC1,-7,-1.1,-0.6
C[C@@H](C(=O)NCC1CC1)[C@H]1C[C@]1(C)[C@H](NC(=O)OCc1ccccc1)c1ccccc1,-36,-1.6,-1.6
O=C(CSc1ccccc1)Nc1ccncc1,-23,0.34,-0.32
Cc1ccc(C)c(NC(=S)Nc2ccc(S(=O)(=O)Nc3ncccn3)cc2)c1,0,0.39,0.47
CN(C(=O)c1ccno1)c1nnc(-c2ccccn2)s1,33,0.2[9.8 µM],-0.07
c1ccc(-c2csc(N3CCSCC3)n2)cc1,27,.,.
CCOC(=O)C1CCN(CC(=O)Nc2ccc(OC)c(Cl)c2)CC1,-64,.,.
Cc1ccc2[nH]c(C(=O)O)c(NC(=O)c3ccccc3[N+](=O)[O-])c2c1,-16,1.3,1.8
COc1ccc(C(=O)CSc2nc3nc(C)cc(C)n3n2)cc1OC,-26,2.1,2.6
Cc1cccc(N2CCN(C(=O)c3cc(C)oc3C)CC2C)c1 (stereo not drawn),26,0.52,0.57
Cc1onc(-c2ccccc2)c1C(=O)Nc1cccc(OC(C)C)c1,-79,-1.1,-0.76
COc1ccc(NC(=O)N2CCCC2)cc1OC,.,-0.65,-2
Cc1cc(Cl)ccc1N=C1N=C(N)c2ccccc21,59,0.55,0.07
O=C(c1cncc(Br)c1)N1CCN(c2ccc(N3CCOCC3)nn2)CC1,.,0.04,-0.24
CCc1c(C)sc(NC(=O)c2cc(-c3ccc(O)cc3)on2)c1C#N,.,-1.6,-0.32
CCOC(=O)C1CCN(C(=S)Nc2ccc(C)cc2)CC1,11,.,.
CC1CCCN(Cc2c(O)ccc3c(=O)c(-c4nc5ccccc5s4)c(N)oc23)C1 (stereo not drawn),-27,-1.8,-1.7
CCCCOC(=O)NC(NCC(O)c1ccccc1)(C(F)(F)F)C(F)(F)F (stereo not drawn),-29,1.3,1.8
COC(=O)CC/C(O)=C1\C(=O)CC(C)(C)CC1=Nc1ccccc1OC,43,1.2,1.7
Cc1cc(C)c2c(=O)n(CC(=O)NCCCN3CCN(c4ccccc4F)CC3)sc2n1,.,0.36,0.42
Cc1nnc(SC(=O)N2c3ccccc3Sc3ccccc32)s1,.,-3,-2.2
COCCCNc1nc2c(c(=O)[nH]c(=O)n2C)n1CC(O)COc1ccccc1 (stereo not drawn),24,0.39,-0.01
Cc1cc(NC(=O)CSc2nnc(-c3ccc4c(c3)OCCO4)o2)no1,-300,0.25,1

# (next part)
SMILES,INS promoter inh,SDO1 yeast rescue,SDO1 yeast rescue Rescue 24 h
O=C(COc1ccc([N+](=O)[O-])cc1)NCc1ccncc1,-29,.,.
Cc1noc(C)c1COC(=O)[C@H](C)NS(=O)(=O)c1ccc(Cl)c(Cl)c1,-4,0.46,0.84
CC[n+]1ccc(C)c2cc(SC(F)(F)F)ccc21,36,.,.
Cc1cc2ccccn2c1C(=O)c1cccc([N+](=O)[O-])c1,-100,.,.
C=CCC1C=CCC(CC=C)N1C(=O)c1ccccc1[N+](=O)[O-] (stereo not drawn),-22,-1.8,-2.6
COc1ccc(NS(=O)(=O)c2ccc(N3CCCC3=O)cc2)cn1,7,.,.
Cc1c(NC(=O)C(C)Oc2ncnc3ccccc23)c(=O)n(-c2ccccc2)n1C (stereo not drawn),41,0.22,-2
C=CCn1c(COc2ccc(Cl)cc2)nnc1SCC(=O)N1CC(=O)Nc2ccccc21,26,-0.13,-0.93
Cc1ccc(-c2nnn(CC(=O)N(c3ccccc3)C(C(=O)NC3CCCC3)c3ccco3)n2)o1 (stereo not drawn),7,-1.3,-0.17
Cc1ccc2nc(SC(C)C(=O)N3CCCC3)[nH]c2c1 (stereo not drawn),23,0.32,-0.11
COc1cccc(-n2nnc3c(=O)n(CC(=O)Nc4ccc(C)cc4)cnc32)c1,-116,.,.
CC(C)c1ccccc1NC(=O)c1ccc(CN(c2ccccc2)S(=O)(=O)c2ccccc2)cc1,29,-0.77,-0.03
CCN(CC)NC(=S)Nc1ccccc1,36,0.74,-0.31
O=C(CCc1ccc(S(=O)(=O)N2CCOCC2)cc1)N1CCCC1,41,0.09,0.23
CC1(C)Cc2c(c(-c3ccccc3)[nH]c(=O)c2C#N)CS1,-8,0.32,0.93
c1ccc(-c2nc3nonc3nc2-c2ccccc2)cc1,.,-1.6,-1.3
COc1ccc(Cl)cc1N1CC(C(=O)Nc2nccs2)CC1=O (stereo not drawn),6,0.17,-0.56
CCC(CO)[n+]1c(C)cc(/C=C2\Sc3ccccc3N2Cc2ccccc2)cc1C (stereo not drawn),.,-0.88,-0.8
O=C(CSc1nnc(Nc2ccccc2)s1)Nc1cccnc1Cl,15,0.04,0.24
O=C(C1CCCN(S(=O)(=O)c2cccc3cccnc23)C1)N1CCN(c2ccc(F)cc2)CC1 (stereo not drawn),.,-0.46,1
O=C(N/N=C/c1cn(-c2ccccc2)nc1-c1cccnc1)c1cccnc1,-7,.,.
O=C(Nc1ccc(C(=O)N2CCOCC2)cc1)c1cccs1,.,0.08,-0.42
CCCc1nnc(SCc2ccc(OC)cc2)n1N,44,0.08,-0.2
C/C(NCCCn1ccnc1)=C(\C#N)C(N)=O,-11,0.7,-0.22
CC(C)COCC1CC2(CC(C)C(=O)CC2=O)C(=O)O1 (stereo not drawn),3,0.44,0.26
Cc1cc(C)cc(CC2CC(=O)N(c3nc(C)cc(C)n3)C2=O)c1 (stereo not drawn),44,-0.59[8.5 µM],0.27
CCN(CC)CC(O)COc1ccc2c(c1)c(C(C)=O)c(C)n2-c1ccccc1 (stereo not drawn),19,0.53,0.26
CC(C)(C)OC(=O)NCC(=O)Oc1cc2oc(=O)cc(-c3ccccc3)c2cc1Cl,-11,-0.74,-0.16
O=C(CNC(=O)c1ccc(-c2ccccc2)cc1)OCc1c(Cl)cccc1Cl,-82,-0.54,0.83
O=C(C1CCN(S(=O)(=O)c2ccc(F)cc2)CC1)N1CCOCC1,.,0.15,0.04

# Next part
SMILES,INS promoter inh,SDO1 yeast rescue,SDO1 yeast rescue Rescue 24 h
COc1ccc(-c2c(C(F)(F)F)oc3c(CN4CCN(C)CC4)c(O)ccc3c2=O)cc1,-50,0.19,-0.3
CCOc1ccc(N(C(C)C(=O)NCc2ccco2)S(C)(=O)=O)cc1 (stereo not drawn),17,0.14,0.12
CC(C)Cc1nc2n[nH]c(N)c2c2c1CCC2,.,0.03,-0.35
O=C(NCCN1CCOCC1)c1cc(Sc2ccc(F)cc2F)nc2ccccc12,-83,.,.
O=C(O)CN(c1ccc2c(c1)OCCO2)S(=O)(=O)c1ccccc1,-18,0.69,-0.25
CN(CCCNS(=O)(=O)c1cccc2cccnc12)Cc1ccccc1,.,-0.9,-0.78
Cn1c(SCC(=O)N2CCN(c3ccccc3)CC2)nnc1-c1ccco1,-3,0.97,0.66
S=C1NC(c2ccccc2)=NCN1c1ccccc1,37,-0.42,-1.4
N#CC1=C2SCN(Cc3ccccc3)CN2C(=O)CC1c1ccc2c(c1)OCO2 (stereo not drawn),?,0.34,0.06
N#Cc1c(NC(=O)c2ccncc2)sc2c1CCC2,56,0.33,0.48
COc1ccc(OC)c(S(=O)(=O)NC2CCCCC2)c1,-18,-0.24,-0.97
CC(C)(C)NC(=S)NCCc1ccccc1,.,-0.05,-0.25
Cc1ccc(CNc2ccc(CNc3ncn[nH]3)cc2)cc1,30,0.6,1.2
O=C(O)Cc1cn(Cc2cccc(Cl)c2)c2ccccc12,21,.,.
c1ccc2c(CCNc3ncnc4nc[nH]c34)c[nH]c2c1,-129,0.87,0.6
CC/C(=N\NC(=S)Nc1ccc(OC)cc1)c1ccc(OC(F)F)cc1,.,-0.68,-0.34
CCCCN(C)C1=CC2=CC(=C(C#N)C#N)CCC2CC1 (stereo not drawn),-245,-0.07,1.4
O=C(Nc1ccc2oc(=O)ccc2c1)c1ccc(-c2ccc(Cl)cc2)o1,.,-1.7,-1.8
Cc1ccc(CSc2ncnc3c2cnn3Cc2ccccc2)cc1C,-24,0.6,0.7
Cc1sc(-n2c(C)cc(/C=C3\SC(=S)NC3=O)c2C)c(C#N)c1C,.,0.83[8.2 µM],-0.02

# Of the compounds above, six have a furan ring, fused or not.
SMILES,INS promoter inh,SDO1 yeast rescue,SDO1 yeast rescue Rescue 24 h
CC(=O)Cc1nsc(NC(=O)c2cc(-c3ccccc3Cl)oc2C)n1,.,-2.1,-0.9
Cc1cccc(N2CCN(C(=O)c3cc(C)oc3C)CC2C)c1 (stereo not drawn),26,0.52,0.57
Cc1ccc(-c2nnn(CC(=O)N(c3ccccc3)C(C(=O)NC3CCCC3)c3ccco3)n2)o1 (stereo not drawn),7,-1.3,-0.17
CCOc1ccc(N(C(C)C(=O)NCc2ccco2)S(C)(=O)=O)cc1 (stereo not drawn),17,0.14,0.12
Cn1c(SCC(=O)N2CCN(c3ccccc3)CC2)nnc1-c1ccco1,-3,0.97,0.66
O=C(Nc1ccc2oc(=O)ccc2c1)c1ccc(-c2ccc(Cl)cc2)o1,.,-1.7,-1.8

# Other compounds:
SMILES,INS promoter inh,SDO1 yeast rescue,SDO1 yeast rescue Rescue 24 h
CC(=O)N1CCc2cc(S(=O)(=O)NCCC(=O)NCCc3ccccc3)ccc21,.,0.22,-0.36
COC(=O)c1ccccc1C(=O)N1CCCC(CCC(=O)NCc2ccc(F)c(F)c2)C1 (stereo not drawn),-44,.,.
CCN(CC)C1CCN(C(=O)CCc2nnc(CCCCc3ccccc3)o2)C1 (stereo not drawn),-38,.,.
Cc1ccc(/C=N/NC(=O)CSc2nc3ccccc3c(=O)n2-c2ccccc2C)s1,13,-0.57,-0.73
Cc1cccc(NC(=O)c2cc(NC(=O)C3CCCCC3C(=O)O)ccc2N2CCCCC2)c1 (stereo not drawn),.,-0.17,-0.42
CNC(=O)c1ccsc1NC(=O)c1ccc(Cl)s1,.,-2.1,-1.4
Cc1cc(O)c(/C=N/Nc2ccc(Cl)cc2)c(=O)o1,.,-2.1,-1.2
O=C(CSc1nnc(-c2cccnc2)n1Cc1ccco1)c1ccccc1,69,0.33,0.17
CC(=O)c1sc(NC(=O)c2ccccc2C)nc1C,14,.,.
CCn1c(SCc2nc3ccccc3[nH]2)nnc1-c1ccncc1,-66,0.59,0.63
O=C(Nc1ccc(Cl)c(Cl)c1)OCCNC(=O)c1cccc(Cl)c1,-64,-2.1,-1.4
Cc1ccc(C)c(N(CC(=O)NCCC2=CCCCC2)S(C)(=O)=O)c1,23,-0.73,-0.48
COc1ccc(N2CCN(c3oc(Cc4ccccc4)nc3C#N)CC2)cc1,-8,-1.2,-0.73
CNC(=S)N(Cc1ccc(OC)cc1)Cc1cc2ccc(C)cc2[nH]c1=O,8,.,.
O=C(CN(Cc1ccco1)C(=O)CNS(=O)(=O)c1ccc(Cl)cc1)NC1CCCCC1,.,-1.2,-1.2
CCN(CC)Cc1cc(C(=O)O)c(C)o1,12,.,.

# Some of the entries above in another layout.
> Cc1nnc(SC(=O)N2c3ccccc3Sc3ccccc32)s1
  INS promoter inh = . | SDO1 yeast rescue = -3 | SDO1 yeast rescue Rescue 24 h = -2.2
> COCCCNc1nc2c(c(=O)[nH]c(=O)n2C)n1CC(O)COc1ccccc1 (stereo not drawn)
  INS promoter inh = 24 | SDO1 yeast rescue = 0.39 | SDO1 yeast rescue Rescue 24 h = -0.01

# 3 entries from above, arranged by the value under INS promoter inh, smallest number first.
SMILES,INS promoter inh,SDO1 yeast rescue,SDO1 yeast rescue Rescue 24 h
CNC(=S)N(Cc1ccc(OC)cc1)Cc1cc2ccc(C)cc2[nH]c1=O,8,.,.
Cc1ccc(C)c(N(CC(=O)NCCC2=CCCCC2)S(C)(=O)=O)c1,23,-0.73,-0.48
O=C(CSc1nnc(-c2cccnc2)n1Cc1ccco1)c1ccccc1,69,0.33,0.17
